Screening results (PubChem BioAssay)
Cardio protect: modulators protecting cardiomyocytes from myocardial damage; H9c2 cardiomyocytes, H2O2 injury protection, ATPLite, 2 h; protection from H2O2 cell death, % at 20 µM; 360,000 compounds, 0.63% hits;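 active = compounds giving at least 50% protection of heart cells from peroxide-induced death in the single-dose screen, raw or plate-pattern-corrected value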;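 note: 0% = DMSO wells with peroxide and 100% = DMSO wells without peroxide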
MC4R antagonist: antagonists of human melanocortin 4 receptor (MC4R). P32245. MC4R-expressing cells, MTII-stimulated cAMP, LANCE TR-FRET. inhibition, % at 6.5 µM. 360,000 compounds, 0.48% hits;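 active = inhibition above its plate's cutoff, the mean of tested wells on that plate plus 3 SD, cut at about 29% in these data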;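 note: 0% = Melanotan II alone and 100% = Melanotan II plus saturating MCL0020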
Target sequence (P32245 whole entry, looked up): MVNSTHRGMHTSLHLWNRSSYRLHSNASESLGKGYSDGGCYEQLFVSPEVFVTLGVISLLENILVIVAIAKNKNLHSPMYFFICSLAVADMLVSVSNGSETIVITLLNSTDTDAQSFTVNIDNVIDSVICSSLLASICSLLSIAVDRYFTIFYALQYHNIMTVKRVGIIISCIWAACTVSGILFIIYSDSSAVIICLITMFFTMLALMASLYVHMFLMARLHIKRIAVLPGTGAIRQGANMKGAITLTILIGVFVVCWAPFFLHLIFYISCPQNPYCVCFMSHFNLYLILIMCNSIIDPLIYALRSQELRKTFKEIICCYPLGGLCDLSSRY
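Material: human MC4R-expressing U2OS cells. Probe or stimulus: Melanotan II challenge. Dosing: 6.5 µM single dose. Times: 30-min compound, 1-h challenge, 1-h detection, room temperature. Technique: TR-FRET with Eu-cAMP and labeled anti-cAMP, 671 nm. Replication: singlicate.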
MC4R barr agon: activates human MC4R beta-arrestin recruitment. P32245. U2OS MC4R beta-arrestin complementation, luminescence; percent of melanotan II response, DMSO zero. activation, % at 8.9 µM. 360,000 compounds, 0.98% hits. AID 540308;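 active = activation above a per-plate cutoff, the mean activation of sample wells on that plate plus 3 SD, cut at about 8% in these data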
ABHD5 PLIN5 PPI: ABHD5-PLIN5 protein interaction inhibition; AID 602281; Q00G26+Q8WTS1; inhibition, % at 4 µM; 360,000 compounds, 0.78% hits; Split G. princeps luciferase complementation, luminescence, 4 h;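 active = inhibition above the mean inhibition across every tested compound plus 3 SD, cut at about 22% in these data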;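 note: 0% = DMSO only wells and the 100% control is not disclosed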
Glyco luc inh: N-linked glycosylation inhibition; D54 ERlucT glycosylation luciferase reporter, 24 h; percent of 100 nM tunicamycin response; reporter increase, % at 12.5 µM; 360,000 compounds, 0.23% hits; AID 588692;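 active = mean luciferase reporter signal, scaled so untreated is 0 and the glycosylation-blocking control 100, at or above a set limit in every replicate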;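 note: luciferase carries N-glycosylation sites so blocking glycosylation raises the light; 0% = median of neutral control wells and 100% = median of 100 nM tunicamycin wells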
m5-HT2A agonist: activates the mouse 5-HT2A serotonin receptor; CHO-K1 mHTR2A beta-arrestin complementation, luminescence; percent of 30 µM serotonin response; activation, % at 7.6 µM; 360,000 compounds, 0.66% hits; AID 624169;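 active = activation above a run cutoff, the mean activation of all tested compounds plus 3 SD, cut at about 14% in these data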;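 note: 0% = plate median of compound wells and 100% = 30 µM serotonin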
ABCB6 inh MLPCN: inhibitors of human ABC transporter ABCB6; AID 602162; K562-ABCB6 porphyrin accumulation, flow cytometry, 1 h; active compounds read low; fluorescence ratio to DMSO, % at 10 µM; 360,000 compounds, 0.19% hits;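 active = fluorescence ratio to DMSO below 75%, the collection mean minus 3 SD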;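 note: signal is porphyrin accumulated inside mitochondria; 100% equals median channel fluorescence of DMSO control wells; lower ratio means ABCB6 inhibition with less porphyrin fluorescence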
CaV13 FRET inh: Disruptors of the CACNA1D IQ motif to Ca2+-dependent inactivation inhibitor domain association, primary screening, Förster resonance energy transfer in intact living … | 340,000 compounds, 0.098% hits | AID 743397 | inhibition, % at 12.3 µM | HEK cells, CFP/YFP FRET ICDI-IQ, plate reader, 10 min; percent FRET-ratio fall versus neutral wells;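 active = mean replicate inhibition of at least 30% and at least 1% of replicates passing that level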;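 note: 0% = median of the neutral control wells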
PDI turbidity: inhibitors of human protein disulfide isomerase; PDI insulin aggregation turbidity, A650, 90 min; inhibition, % at 10 µM; 350,000 compounds, 0.052% hits; AID 588391;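 active = mean inhibition across replicates of 30% or more, whatever share of single replicates reach that level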;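 note: absorbance from insulin aggregation driven by PDI reduction with DTT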
Target sequence (P07237 whole entry, looked up): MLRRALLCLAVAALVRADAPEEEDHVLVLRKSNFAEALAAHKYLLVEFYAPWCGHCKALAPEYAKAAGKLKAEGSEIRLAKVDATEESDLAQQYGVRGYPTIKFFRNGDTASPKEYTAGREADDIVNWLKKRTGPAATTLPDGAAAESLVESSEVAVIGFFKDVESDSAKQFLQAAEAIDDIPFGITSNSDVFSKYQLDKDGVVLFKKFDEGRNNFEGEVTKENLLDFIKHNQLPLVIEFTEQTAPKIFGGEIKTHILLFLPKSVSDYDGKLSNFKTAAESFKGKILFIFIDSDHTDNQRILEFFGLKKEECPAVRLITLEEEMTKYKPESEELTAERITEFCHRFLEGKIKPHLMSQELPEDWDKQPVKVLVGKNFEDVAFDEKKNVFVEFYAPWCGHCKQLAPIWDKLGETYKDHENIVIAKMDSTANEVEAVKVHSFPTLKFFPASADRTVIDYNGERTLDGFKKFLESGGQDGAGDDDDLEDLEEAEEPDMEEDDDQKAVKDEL
Granule exo inh: blocks lytic granule exocytosis; inhibition, % at 10 µM; 360,000 compounds, 0.66% hits; TALL-104 LAMP-1 surface exposure, flow cytometry; cells stimulated with thapsigargin and PMA;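 active = inhibition above about 55%, limit read from the data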
* hit, by the source's call; x = no result given.

SMILES | Cardio protect | MC4R antagonist | MC4R barr agon | ABHD5 PLIN5 PPI | Glyco luc inh | m5-HT2A agonist | ABCB6 inh MLPCN | CaV13 FRET inh | PDI turbidity | Granule exo inh
CCn1cc(C(=O)OC)c(=O)c2ccc(C)nc21 | -5 | 1 | 0.6 | 3 | 3 | 8 | 105 | -6 | -2 | -2
OCCCNc1ncnc2c1ncn2[C@H]1CN(Cc2ccc3c(c2)OCO3)C[C@@H](CO)O1 | 3 | 9 | -0.8 | -5 | 0 | -2 | 100 | -8 | -4 | 0
O=C(Cn1cc2c(n1)CCCCC2)NCc1cccs1 | -2 | 1 | -0.8 | 4 | 4 | -1 | 103 | -2 | x | -1
COc1ccc(OC)c(CNC(=O)CCS(=O)(=O)c2ccc3c(c2)oc(=O)n3C)c1 | 0 | 0 | -1.5 | 6 | 2 | -3 | 97 | -3 | 19 | 0
CC(C)(C)Cc1c(-c2ccc(Br)cc2)nc2ccc(Cl)cn12 | -17 | 0 | -0.1 | -3 | -5 | -3 | 98 | -3 | 0 | -7
CCCCCOc1ccccc1C(=O)NCCCC(=O)O | 7 | -6 | 0.2 | 2 | 2 | 9 | 87 | 1 | 3 | -3
O=C(c1ccc2c3c(cccc13)CC2)C1CCCN(Cc2ccccn2)C1 (centres undefined) | 5 | -7 | 0.1 | 3 | -5 | -9 | 101 | -6 | -2 | 13
O=C1Nc2ccccc2-n2nnnc2C1N1CCN(C(=O)c2ccco2)CC1 (centres undefined) | x | x | x | 4 | x | 20* | x | -7 | x | -3
Nc1ccc(C(=O)NC2CCSc3ccccc32)cc1[N+](=O)[O-] (centres undefined) | -4 | 4 | -1.7 | 1 | -5 | -4 | 103 | -1 | 1 | 1
CCc1ccc(NC(=O)c2noc3c2CCc2ccccc2-3)cc1 | -6 | 9 | -1.0 | -1 | 1 | 8 | 88 | -3 | -9 | -2
COc1ccc(NC2CCCN(C(=O)c3ccc(OC)cc3OC)C2)cc1 (centres undefined) | 8 | -2 | -1.5 | 7 | 1 | 0 | 104 | -6 | -4 | 13
O=C(CCN1C(=O)C2CC=CCC2C1=O)OCC(=O)c1ccc(F)cc1 (centres undefined) | 23 | -2 | 1.4 | 15 | -1 | 0 | 101 | -6 | 5 | 2
COc1ccc(CCC(=O)N(C)CC(=O)Nc2ccc(N3CCOCC3)cc2)cc1 | -1 | 10 | 0.1 | -7 | -1 | 1 | 94 | -2 | -4 | 0
O=C(O)C(Cc1ccccc1)NC(=O)C(Cc1ccccc1)NC(=O)C12CC3CC(CC(C3)C1)C2 (centres undefined) | -1 | 3 | 5.0 | -5 | 0 | 0 | 93 | -19 | 19 | -4
COc1cccc(NC(=S)NC(=O)c2cccnc2)c1 | 5 | 3 | -1.6 | -1 | 0 | -6 | 93 | 0 | -4 | 0
NS(=O)(=O)c1ccc(CCNC(=O)CN2CCN(c3cccc(Cl)c3)CC2)cc1 | -3 | 9 | -0.7 | -3 | -2 | -6 | 101 | -2 | 1 | -3
CCc1ccc(OCC(=O)N/N=C(\C)c2ccc3c(c2)OCCO3)cc1 | -1 | 2 | 0.5 | 3 | -1 | -1 | 101 | -3 | -3 | 3
Cc1ccc(C(=O)NCC(=O)OCC(=O)c2c(N)n(C)c(=O)n(C)c2=O)s1 | -5 | 11 | -2.5 | 1 | -1 | 3 | 105 | -6 | 2 | 0
COc1ccc(CNC(=O)C2CCN(S(=O)(=O)c3cccc(C(F)(F)F)c3)CC2)cc1 | -10 | -7 | 2.3 | 8 | -1 | 1 | 96 | -5 | -9 | 1
CC1(C)CC(=O)C=C(Nc2ccc(Br)cc2F)C1 | 4 | 6 | 0.6 | -3 | -2 | -3 | 100 | -20 | 2 | -1
COCCNC(=O)CNC(=S)N(Cc1ccccc1)Cc1cccnc1 | 0 | 12 | -1.0 | 5 | 3 | 5 | 98 | -3 | -6 | -2
COc1cccc(N2CCN(C(=O)C3CCCN(c4ncnc5c4nc4n5CCCCC4)C3)CC2)c1 (centres undefined) | 42 | 7 | -0.3 | 6 | 5 | 1 | 93 | -2 | 7 | 3
COc1cc(NC(=O)C(C)Oc2ccccc2)cc(OC)c1 (centres undefined) | 6 | 1 | -0.5 | 3 | -1 | 4 | 94 | -4 | -21 | -2
CCC(C)c1ccccc1N1CC(C(=O)N2CCN(S(=O)(=O)c3ccccc3Br)CC2)CC1=O (centres undefined) | 4 | 2 | -1.7 | -13 | 0 | -5 | 98 | -2 | 2 | 1
NC(=O)C1CNc2ccccc2O1 (centres undefined) | 4 | 0 | 1.8 | 1 | 3 | 9 | 102 | -1 | 5 | -2
NC(=O)CSc1nnc(-c2ccc3c(c2)OCO3)o1 | 2 | -1 | 0.2 | -11 | -4 | 4 | 94 | -5 | 2 | 0
O=C1CC(NCc2ccc3c(c2)OCO3)C(=O)N1Cc1ccc2c(c1)OCO2 (centres undefined) | 2 | 3 | -0.7 | 6 | 0 | 2 | 102 | -4 | 17 | 1
O=C(COC(=O)C(CO)NS(=O)(=O)c1ccc(Br)cc1)Nc1ccc2c(c1)OCCO2 (centres undefined) | -13 | 6 | -0.8 | -2 | 0 | -1 | 97 | -17 | -3 | 19
O=c1[nH]cncc1OCc1ccccc1 | 1 | 17 | -0.6 | 0 | 1 | 6 | 92 | -3 | -2 | -1
COc1ccccc1-c1c(C(F)(F)F)oc2cc(OC(=O)c3ccccc3[N+](=O)[O-])ccc2c1=O | -8 | 7 | -2.2 | -4 | -3 | 1 | 101 | -4 | -4 | -3
CCN(CC)C(=O)c1ccc2c(=O)n(Cc3ccc4c(c3)OCO4)c(=S)[nH]c2c1 | -6 | 6 | -0.8 | -2 | 1 | 9 | 95 | -5 | -11 | -11
COc1cccc(C(=O)Nc2cccc(C(=O)NCC(C)C)c2)c1 | -3 | 9 | 0.0 | -3 | 1 | 3 | 91 | -2 | 1 | -9
COc1cc(C(=O)Nc2ccc(N3CCOCC3)cc2)ccc1OCc1c(C)noc1C | 0 | -2 | 0.2 | -2 | 2 | -1 | 92 | -4 | 0 | 1
CCOc1cc(C2NC(=S)NC(C)=C2C(=O)Nc2ccc(OC)cc2)ccc1O (centres undefined) | -10 | -1 | 0.7 | 8 | 0 | -2 | 98 | -5 | -13 | -5
CC1=NN(C(=O)c2ccccc2Br)C(O)(c2ccc(Cl)cc2)C1 (centres undefined) | -1 | -11 | -1.1 | -1 | 1 | -7 | 101 | -2 | 4 | -14
CCc1ccc(Nc2n[n+](-c3ccccc3)c(-c3cc(OC)c(OC)cc3Br)s2)cc1 | -2 | -2 | -2.9 | -20 | 4 | 6 | 97 | -10 | 1 | 4

Exported as a markdown table: part of the list above
| structure | Cardio protect | MC4R antagonist | MC4R barr agon | ABHD5 PLIN5 PPI | Glyco luc inh | m5-HT2A agonist | ABCB6 inh MLPCN | CaV13 FRET inh | PDI turbidity | Granule exo inh |
| --- | --- | --- | --- | --- | --- | --- | --- | --- | --- | --- |
| CCc1ccc(OCC(=O)N/N=C(\C)c2ccc3c(c2)OCCO3)cc1 | -1 | 2 | 0.5 | 3 | -1 | -1 | 101 | -3 | -3 | 3 |
| Cc1ccc(C(=O)NCC(=O)OCC(=O)c2c(N)n(C)c(=O)n(C)c2=O)s1 | -5 | 11 | -2.5 | 1 | -1 | 3 | 105 | -6 | 2 | 0 |
| COc1ccc(CNC(=O)C2CCN(S(=O)(=O)c3cccc(C(F)(F)F)c3)CC2)cc1 | -10 | -7 | 2.3 | 8 | -1 | 1 | 96 | -5 | -9 | 1 |

Going on with the list:
SMILES | Cardio protect | MC4R antagonist | MC4R barr agon | ABHD5 PLIN5 PPI | Glyco luc inh | m5-HT2A agonist | ABCB6 inh MLPCN | CaV13 FRET inh | PDI turbidity | Granule exo inh
CCN(c1ccccc1)S(=O)(=O)c1ccc(Cl)c(C(=O)OCC(=O)NC(=O)C(C)C)c1 | 1 | 3 | -0.8 | -1 | 0 | -4 | 101 | -5 | -1 | -3
CC1CN(C(=O)C(C)Sc2nc3ccccc3s2)CC(C)O1 (centres undefined) | 2 | 4 | 1.1 | -3 | -1 | -1 | 96 | -6 | -11 | -1
Clc1ccc(OCc2nnc(SCc3nc4ccccc4[nH]3)n2Cc2ccco2)cc1 | -15 | 3 | -2.0 | 13 | -6 | 3 | 93 | -6 | -9 | -2
COc1cc(OC)c(-c2nn3c(-c4ccco4)nnc3s2)cc1OC | 74* | -5 | -1.6 | 4 | 13 | 3 | 97 | -6 | -2 | 0
Nc1o[nH]c(=O)c1Cc1ccccc1 | 8 | 1 | -0.2 | 3 | 1 | -1 | 95 | -4 | 8 | -3
CC(=O)N1c2ccccc2NC2=C(C(=O)CC(C)(C)C2)C1c1cccn1C (centres undefined) | 1 | 5 | -0.1 | -6 | 5 | 1 | 103 | -6 | 2 | -2
Nc1nc(NC(=O)c2cccc(S(=O)(=O)N3CCCCCC3)c2)nc(-c2ccccc2)n1 | 19 | 4 | 0.4 | -5 | -4 | -4 | 110 | x | 5 | -5
COc1cccc(N/N=C(\C#N)S(=O)(=O)C(C)(C)C)c1 | 7 | -7 | -0.9 | 6 | 1 | 4 | 99 | -5 | -22 | 0
CCc1nc2ccc(C(=O)Nc3ccc(OC)c(OC)c3)cn2c1N(CC)Cc1ccc(OC)c(OC)c1 | 10 | 11 | -0.7 | 2 | 4 | -4 | 96 | -3 | 8 | 8
COCCn1c(C)cc(C(=O)CSc2nnc(C3CC3)n2C2CC2)c1C | -4 | -2 | -3.4 | 0 | 0 | 1 | 95 | -3 | 3 | -4
C=CCN1C=CC(=CC=C(C#N)C#N)C=C1 | 7 | -25 | -1.1 | 4 | 1 | 6 | 98 | -5 | 17 | -4
Cc1ccc(S(=O)(=O)N2CCCCC2)cc1NC(=O)COC(=O)c1cccc(O)c1 | -7 | 8 | -0.3 | -4 | 1 | 0 | 100 | -12 | 1 | -3
O=c1[nH]c(=O)n(Cc2ccco2)c2c1C(C(F)(F)F)(C(F)(F)F)N=C(c1ccco1)N2 | 6 | -9 | -1.5 | 2 | 10 | 1 | 92 | -8 | -1 | -3
COc1ccc(-c2ccc(C(=O)NCc3cccs3)c3occc23)c(C)c1 | -18 | 17 | -2.8 | -3 | -8 | -12 | 99 | -5 | -2 | 27
CC(CNC(=O)COC(=O)c1cccs1)c1ccccc1 (centres undefined) | 8 | 4 | -2.4 | 5 | 1 | -7 | 97 | -7 | 2 | -7
COc1ccc2oc(=N)c(C(=O)Nc3ccc(Cl)cc3)cc2c1 | -5 | -3 | 0.5 | -6 | 3 | -1 | 102 | -3 | -6 | 15
COc1ccc(C(=O)Nc2ccc(S(=O)(=O)NCc3ccco3)cc2)cc1OC | 1 | -1 | -1.6 | 0 | 4 | 0 | 96 | -3 | 5 | -1
Cn1c(SCC(=O)Nc2ncc(C(F)(F)F)cc2Cl)nnc1-c1ccc(Cl)cc1 | 2 | 7 | -1.3 | 0 | 3 | -1 | 96 | -3 | -6 | -1
Cc1onc(-c2ccccc2Cl)c1C(=O)NC(=S)Nc1ccc(C(C)(C)C)cc1 | -10 | 5 | -2.2 | -2 | -5 | -4 | 97 | -5 | 6 | -14
O=C(O)c1ccc(NCc2cccnc2)c([N+](=O)[O-])c1 | 0 | 17 | -0.1 | 12 | 3 | -6 | 99 | -21 | 2 | 7
